# Bioassay records from PubChem BioAssay.
# GSTO1 counter: counter-screen for RBBP9 inhibitors: inhibitors of human GSTO1. 300,000 compounds, 1.1% hits. AID 1974. P78417. inhibition, % at 5.96 µM. recombinant GSTO1, activity-based probe fluorescence polarization;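 active = inhibition above the campaign mean inhibition plus 3 SD, cut at about 35% in these data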;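 also: 0% = GSTO1-1 with DMSO and 100% = wells lacking GSTO1-1 enzyme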
# Target sequence (P78417 whole entry, looked up): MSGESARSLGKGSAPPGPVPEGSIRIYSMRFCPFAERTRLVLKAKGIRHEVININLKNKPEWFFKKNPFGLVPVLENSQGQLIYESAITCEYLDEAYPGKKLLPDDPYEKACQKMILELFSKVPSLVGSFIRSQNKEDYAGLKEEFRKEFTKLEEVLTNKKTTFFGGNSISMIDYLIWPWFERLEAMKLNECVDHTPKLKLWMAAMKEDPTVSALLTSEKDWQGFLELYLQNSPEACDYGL
# LYPLA1 counter: LYPLA1 (human) inhibition in PME1 counter-screen. 320,000 compounds, 0.16% hits. O75608. recombinant LYPLA1, FP-Rh probe fluorescence polarization. inhibition, % at 5.9 µM;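 active = inhibition above the mean of all tested compounds plus 3 SD, set per campaign, cut at about 14% in these data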;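 also: inhibitors block serine hydrolase probe labeling of LYPLA1 so polarization falls; 0% = enzyme with DMSO and 100% = wells lacking LYPLA1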
# PME-1 inh: PME-1 (human) inhibition; recombinant PME-1, FP-Rh probe fluorescence polarization; inhibition, % at 5.9 µM; 320,000 compounds, 0.53% hits;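 active = inhibition above the campaign mean of all compounds plus 3 SD, cut at about 26% in these data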;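 also: competitive labeling of PME-1 active site by serine hydrolase directed probe; 0% = PME-1 with DMSO and 100% = wells lacking PME-1 enzyme; inhibitors block probe labeling so polarization falls and inhibition rises; many of its hits are not listed in these tables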
# PAD4 inh: blocks human protein arginine deiminase 4. Q9UM07. recombinant PAD4, RCA probe fluorescence polarization. 330,000 compounds, 0.41% hits. inhibition, % at 6.36 µM;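 active = percent inhibition above a cutoff equal to the mean of all tested compounds plus 3 SD, cut at about 15% in these data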;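 also: 0% = PAD4 with RCA probe and DMSO and 100% = probe without PAD4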
# pPAFAH inh: inhibitors of human plasma PAF acetylhydrolase (pPAFAH) | AID 463082 | 330,000 compounds, 1.5% hits | recombinant pPAFAH, FP-rhodamine probe fluorescence polarization | Q13093 | inhibition, % at 3.39 µM;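 active = inhibition above the mean inhibition across the screen plus 3 SD, cut at about 25% in these data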;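 also: inhibitors block binding of the rhodamine activity-based probe so polarization drops; 0% = enzyme with DMSO and 100% = wells lacking pPAFAH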
# PAFAH1B3 inh: inhibitors of human PAFAH1B3. inhibition, % at 3.39 µM. recombinant PAFAH1B3, FP-rhodamine probe, fluorescence polarization. Q15102. 340,000 compounds, 0.28% hits;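 active = inhibition above the screen-wide average of all tested compounds plus 3 SD, cut at about 25% in these data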;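 also: 0% = enzyme with DMSO only and 100% = wells lacking PAFAH1B3 protein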
# PREPL inhibitor: inhibits the human prolyl oligopeptidase-like enzyme | Q4J6C6 | recombinant PREPL, fluorescence polarization activity-based probe | inhibition, % at 5.96 µM | 320,000 compounds, 0.68% hits | AID 2751; in the data active = inhibition above about 43%;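 also: 0% = enzyme with DMSO and 100% = wells lacking enzyme; many of its hits are not listed in these tables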
# Target sequence (Q4J6C6 whole entry, looked up): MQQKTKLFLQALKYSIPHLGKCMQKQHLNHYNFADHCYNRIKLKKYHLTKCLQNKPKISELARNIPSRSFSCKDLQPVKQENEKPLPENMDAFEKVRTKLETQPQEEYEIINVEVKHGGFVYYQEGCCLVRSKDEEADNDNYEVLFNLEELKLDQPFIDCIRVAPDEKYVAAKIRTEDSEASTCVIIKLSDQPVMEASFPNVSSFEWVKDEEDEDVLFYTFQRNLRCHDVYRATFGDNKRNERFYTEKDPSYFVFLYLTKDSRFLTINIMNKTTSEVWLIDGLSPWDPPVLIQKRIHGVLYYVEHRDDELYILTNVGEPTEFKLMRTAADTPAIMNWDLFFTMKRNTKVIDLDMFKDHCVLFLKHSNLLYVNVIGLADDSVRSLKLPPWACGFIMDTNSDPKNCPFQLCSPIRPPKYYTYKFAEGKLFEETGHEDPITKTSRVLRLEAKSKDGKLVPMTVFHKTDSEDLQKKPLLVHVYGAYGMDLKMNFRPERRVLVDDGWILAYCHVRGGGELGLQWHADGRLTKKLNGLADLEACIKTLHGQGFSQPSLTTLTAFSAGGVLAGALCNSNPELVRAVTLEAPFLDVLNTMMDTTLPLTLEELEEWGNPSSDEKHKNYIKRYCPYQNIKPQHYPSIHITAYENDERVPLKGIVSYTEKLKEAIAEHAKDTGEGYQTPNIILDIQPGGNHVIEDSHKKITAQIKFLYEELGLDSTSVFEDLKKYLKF
# PAFAH1B2 FP inh: blocks human PAF acetylhydrolase 1b catalytic subunit 2; AID 492953; inhibition, % at 3.39 µM; P68402; 340,000 compounds, 1.2% hits; recombinant PAFAH1B2, FP-rhodamine activity probe, fluorescence polarization;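 active = inhibition above the mean of all tested compounds plus 3 SD, cut at about 24% in these data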;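 also: 0% = enzyme with DMSO and 100% = wells lacking PAFAH1B2; many of its hits are not listed in these tables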
# LYPLA2 inh: LYPLA2 (human) inhibition in PME1 counter-screen; recombinant LYPLA2, FP-Rh probe fluorescence polarization; inhibition, % at 5.9 µM; 320,000 compounds, 0.38% hits; AID 2177;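 active = inhibition above the screen-wide mean plus 3 SD, limit set per campaign, cut at about 26% in these data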;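 also: 0% = LYPLA2 with DMSO and 100% = wells lacking LYPLA2 enzyme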
# * marks the source's active call; other numbers are inactive results; · = no result given. Some of the compounds tested; count on the stated rates, not on these rows.
SMILES,GSTO1 counter,LYPLA1 counter,PME-1 inh,PAD4 inh,pPAFAH inh,PAFAH1B3 inh,PREPL inhibitor,PAFAH1B2 FP inh,LYPLA2 inh
Cc1ccc(CN2CC[C@H]3C=CCc4cccc(c43)C2)cc1,·,8,-3,-1,8,-2,15,4,4
COc1ccc(OC)c(NC(=O)c2ccc(-c3cccs3)cc2)c1,1,-10,4,2,21,3,17,4,-3
Cc1c([N+](=O)[O-])c([N+](=O)[O-])nn1CC(=O)N1CCCCC1,-5,2,-4,0,-3,3,-11,3,8
O=C1CC(Nc2ccc(N3CCOCC3)cc2)C(=O)N1Cc1ccccc1 (stereo unspecified),32,4,5,35*,34*,3,25,2,10
CC(=O)N1N=C(c2cccc([N+](=O)[O-])c2)OC1(C)CC(=O)Nc1ccccc1 (stereo unspecified),3,-1,-2,0,6,12,-49,-2,3
COCCCn1c(=O)c2ccccc2n(Cc2ccccc2)c1=O,17,4,2,0,2,6,-2,2,-1
COc1ccc(C(=O)Oc2ccc(/C=N/O)cc2)cc1,8,-3,2,-5,-1,0,25,6,4
CCOc1ncccc1C(=O)Nc1ccc(-c2ccc3nnc(C)n3n2)cc1,0,-3,-1,-1,2,2,-6,0,-2
Cc1ccc(OCCCSc2n[nH]c(N)n2)cc1,5,2,-5,1,0,5,-2,2,4
Cn1c(=O)c2c(nc(-c3ccccc3)n2C)n(Cc2ccccc2)c1=O,-4,-1,3,2,0,-1,0,1,5
Clc1ccc(CNc2ccccn2)cc1,2,2,-2,-2,6,6,-16,19,6
Cc1c(NC(=S)SCc2ccccc2)c(=O)n(-c2ccccc2)n1C,0,-1,0,-1,1,14,-5,7,-10
COc1cccc(NC(=O)CN(c2ccc3c(c2)OCO3)S(C)(=O)=O)c1,5,3,7,3,0,·,12,·,8
COc1cc(C(=O)Nc2nnc(C3CC3)s2)ccc1OCc1c(C)noc1C,6,-4,4,1,0,4,2,2,-6
CCS(=O)(=O)c1ccc(C(=O)NC2CC2)c(Cl)c1Cl,5,2,0,-2,2,-6,-5,0,1
CCC(C)(C)C1CCC2(CC1)NC(=O)N(CC(=O)N(C)CC(=O)Nc1ccccc1C(F)(F)F)C2=O (stereo unspecified),-2,-2,2,-4,-4,8,9,14,-3
O=C(NC1CCCCC1)C(c1ccccc1)N(C(=O)Cc1ccsc1)c1ccccc1 (stereo unspecified),3,0,-3,0,-5,0,-5,-4,2
COc1ccc(Cc2[nH]n3c(=O)cc(C)nc3c2-c2ccccc2)cc1,2,3,2,-2,13,4,-7,3,11
CCOC(=O)C1CCCN(Cc2cc(=O)oc3cc(C)c(C)cc23)C1 (stereo unspecified),6,0,2,0,2,5,20,12,2
CC(C)c1ccc(NC2CCCN(C(=O)CSc3nncn3C)C2)cc1 (stereo unspecified),3,6,-3,-5,4,2,10,8,3
COc1ccc(-c2cc(CCCC(=O)NCc3ccccn3)no2)cc1,5,4,-1,3,2,-7,4,-1,12
COc1ccc(CCNC(=O)COC(=O)/C=C/c2cc(OC)ccc2OC)cc1,·,·,·,1,3,2,17,9,·
Cc1ccc(C)c(S(=O)(=O)Nc2ccc(S(=O)(=O)Nc3ncccn3)cc2)c1,·,2,-1,0,0,2,11,7,3
NS(=O)(=O)c1cccc(NC(=O)COC(=O)/C=C/c2ccco2)c1,-2,2,-3,-3,5,-3,-2,2,9
COc1ccc(NC(=O)Nc2nc(C)cc(C)n2)c(OC)c1,-2,-1,2,-3,1,6,12,2,1
N#C/C(=C(/O)C(Cl)(Cl)Cl)c1nc2ccccc2[nH]1,0,-1,0,0,3,8,-7,6,3
Cc1cc(C)n2nc(C(=O)OCC(=O)N(CC(C)C)CC(C)C)nc2n1,-2,3,5,-7,1,1,14,4,5
COc1ccc(CNC(=O)c2cccc(N(C)C)c2)cc1,0,0,-3,2,0,11,0,6,-4
COc1ccc(NC(=O)c2sc(NC(=O)C3CC3)nc2C)cc1,-1,1,-6,-1,7,8,5,7,8
Clc1ccc(/C=N/N2CCN(Cc3ccccc3Cl)CC2)cc1,6,-1,1,-1,2,9,3,6,-3
O=C(Nc1nnc(C2CC2)o1)c1ccc(S(=O)(=O)N2CCCCC2)cc1,11,-5,4,-6,6,5,-1,5,-7
CCC(C(=O)NCCN1CCOCC1)n1c2ccccc2c2nc(=O)cc(C)n21 (stereo unspecified),2,1,-8,-7,2,1,-1,3,-2
COCCNC(=O)c1c(N)n(/N=C/c2ccc(F)cc2)c2nc3ccccc3nc12,6,-1,-5,1,-8,·,11,·,-12
Cn1c(-c2ccccc2)c[n+]2c1-c1ccccc1C2,4,-3,3,-2,-2,-1,11,5,-5
O=C(/C=C/c1ccc(Br)cc1)c1ccc(NC(=O)c2ccco2)cc1,-28,-24,-58,-7,-5,-25,-15,-17,-28
CC1(C)OC(=O)C(=CNCC(O)c2ccccc2)C(=O)O1 (stereo unspecified),7,3,-5,4,1,-4,6,-3,2
COc1ccc(C)cc1N/C(N)=N/c1nc(C)cc(C)n1,3,0,-4,2,2,-1,-4,3,-1
CC1CC(=O)Nc2ccccc2N1C(=O)COc1ccc2cc(Br)ccc2c1 (stereo unspecified),·,-8,-3,0,8,8,23,17,0
COc1cccc(/C=N/NC(=O)COc2cccc3cccnc23)c1O,-1,1,-27,3,4,1,22,4,-1
COc1cccc(CNC(=O)C(=O)NCC2OCCCN2S(=O)(=O)c2cc(C)ccc2C)c1 (stereo unspecified),2,-1,6,0,4,-1,8,5,-3
CCN(C(=O)COC(=O)c1ccc(N2C(=O)c3ccccc3C2=O)cc1)C1CCS(=O)(=O)C1 (stereo unspecified),0,0,-5,-3,10,6,1,5,2
CCOC(=O)c1ccc(-n2c(C)nc3c(cnn3-c3ccccc3C)c2=O)cc1,0,7,0,2,2,0,2,-1,10
Cc1nn2c(C)nc3sc4c(c3c2nc1=O)CC(C)(C)OC4,-5,-3,-3,-3,9,6,10,3,2
C[C@H](CO)N1C[C@H](C)[C@@H](CN(C)C(=O)Nc2ccc3c(c2)OCO3)Oc2ccc(NS(=O)(=O)c3ccccc3)cc2C1=O,·,·,·,1,19,1,8,9,·
CCOP(=O)(OCC)C(C#N)=C1SCN(c2ccc(Cl)cc2)CS1,11,0,-2,10,6,6,1,9,2
COc1ccc(C)cc1S(=O)(=O)N(C)CC(=O)N1CCN(C)CC1,3,1,-2,1,3,3,7,-4,3
C[n+]1cc(-c2ccccc2)n2c1CCCCC2,-6,5,-3,-2,4,1,8,-2,11
CC(C(=O)O)n1c(C(F)(F)F)nc2ccccc21 (stereo unspecified),4,0,1,0,-1,-1,-3,0,-5
COc1ccc2c(c1OC)C(=O)N1c3ccccc3N=C(c3ccc([N+](=O)[O-])cc3)CC21 (stereo unspecified),-6,-1,1,2,-1,4,13,-1,3
CC(=O)N1CCN(C(=O)C(Cc2c[nH]c3ccccc23)NC(=O)c2ccccc2Cl)CC1 (stereo unspecified),0,-1,-1,-4,3,6,10,5,1
Nc1ccc2nc3c(=O)n(C4CCCCC4)c(=O)[nH]c3nc2c1,2,7,13,11,26*,9,5,6,11
Cc1ccc2sc(N3CCN(C(=O)c4ccc([N+](=O)[O-])o4)CC3)nc2c1C,19,2,3,-1,2,3,15,-1,6
O=S(=O)(O)c1ccc(N=Nc2ccccc2)cc1,4,-3,-4,0,0,0,-3,4,-2
Cc1csc(NC(=O)CCCSc2nc3ccccc3s2)n1,-1,-3,-1,0,3,2,-21,3,2
CC/C(=N/N=C(/CC)c1ccc(O)cc1)c1ccc(O)cc1,6,4,1,2,4,1,-3,7,3
COc1cc(C(=O)Nc2ccc(S(=O)(=O)Nc3ncccn3)cc2)c([N+](=O)[O-])cc1OC,-2,-3,1,2,-3,-1,3,-1,-5
CC(NC(=O)C1CSC2(C)CCC(=O)N12)c1ccccc1Cl (stereo unspecified),2,-3,7,-1,1,3,-13,3,-4
O=C(O)c1ccc(Cl)c(NCc2cccnc2)c1,-5,1,-4,-1,1,11,-4,3,7
O=C(NCC1COc2ccccc2O1)c1ccccc1 (stereo unspecified),7,-2,1,-2,1,3,-2,0,3
CCS(=O)(=O)c1nc(S(=O)(=O)c2ccc(C)cc2)c(N2CCN(C)CC2)s1,0,-4,-7,0,4,11,0,4,-1
# Next section:
SMILES,GSTO1 counter,LYPLA1 counter,PME-1 inh,PAD4 inh,pPAFAH inh,PAFAH1B3 inh,PREPL inhibitor,PAFAH1B2 FP inh,LYPLA2 inh
CC1CCCN(CCCNC(=O)CN2C(=O)COc3ccc(S(=O)(=O)N4CCOCC4)cc32)C1 (stereo unspecified),2,-2,-8,-3,6,-3,4,0,2
Cc1ccc(NC(=O)CSc2nnc(CCCCCNC(=O)OC(C)(C)C)o2)c(C)c1,4,-2,4,0,9,3,10,3,-1
Cc1ccc(CN2CC(C(=O)NC(c3nc4ccccc4[nH]3)C(C)C)CC2=O)cc1 (stereo unspecified),·,-5,-1,-5,1,2,-2,-2,-1
CCc1ccccc1NC(=O)C1CCCN(c2ncnc3onc(-c4ccc(F)cc4)c23)C1 (stereo unspecified),7,-5,5,8,2,9,-5,5,-4
O=C(O)c1cccc(NS(=O)(=O)c2ccc3c4c(cccc24)C(=O)N3)c1,-36,-3,-5,-2,2,2,-5,3,-1
COCCn1nnnc1SCC(=O)Nc1ccc2c(c1)OCO2,4,-2,0,0,5,7,12,1,-6
CC(C)OCCCNC(=O)c1cccc(NC(=O)c2ccccc2)c1,3,-2,-7,0,3,1,-4,-2,1
O=c1[nH]ncc(N/N=C\c2ccncc2)c1Cl,0,1,2,3,1,1,-12,1,-1
COCCNC(=O)Cn1cc(/C=C(\C#N)C(=O)NC2CCCC2)c2ccccc21,-5,0,-6,1,-5,5,9,6,-1
CC(C)C(=O)Nc1cccc(NC(=S)NC(=O)C(c2ccccc2)c2ccccc2)c1,-8,-29,-46,-3,-16,-10,-16,-3,-65
Cc1ccc2c(c1)C1(OCCO1)C(=O)N2,2,-2,-9,1,6,2,-1,2,-2
COc1ccc(-c2nnc3sc(COc4ccccc4)nn23)cc1,1,-4,-2,1,0,12,-17,8,5
CC(=O)Nc1ccc(N/C=C(\C#N)S(=O)(=O)c2ccc(Cl)cc2)cc1,-14,-3,-2,-3,1,13,5,3,1
Clc1cccc(Oc2cnns2)c1Cl,1,2,-5,-2,4,-1,-7,1,1
CCOc1ccc(NC(=O)C2CCN(S(=O)(=O)c3ccc4c(c3)CC(C)N4C(C)=O)CC2)cc1 (stereo unspecified),4,3,5,5,-2,1,2,-3,14
NNC(=S)NC1CCCCCCCCCCC1,9,-1,0,4,8,-3,-5,55*,-6
COCCCn1c(SCC(=O)NC(C)C)nnc1-c1ccccc1,11,6,0,-1,2,-4,5,0,-1
COc1ccc(NC(=O)COC(=O)c2n[nH]c3ccccc23)c(OC)c1,·,1,0,1,-5,4,1,1,1

# Part of the list above in order of formula weight, high to low.
SMILES,GSTO1 counter,LYPLA1 counter,PME-1 inh,PAD4 inh,pPAFAH inh,PAFAH1B3 inh,PREPL inhibitor,PAFAH1B2 FP inh,LYPLA2 inh
O=C(O)c1cccc(NS(=O)(=O)c2ccc3c4c(cccc24)C(=O)N3)c1,-36,-3,-5,-2,2,2,-5,3,-1
CC/C(=N/N=C(/CC)c1ccc(O)cc1)c1ccc(O)cc1,6,4,1,2,4,1,-3,7,3
O=C(NCC1COc2ccccc2O1)c1ccccc1 (stereo unspecified),7,-2,1,-2,1,3,-2,0,3
